# Screens: PubChem, National Center for Advancing Translational Sciences (NCATS)
# ERK EGF block: inhibitors of EGF-stimulated ERK signaling pathway | HEK293-V1b, EGF-stimulated phospho-ERK AlphaScreen | Potency, µM (series often up to 11.5 µM), for the others: at the top dose activity change, negative = inhibition, usual class: inhibitors | hit rate 0.41% among 130,000 | AID 1454; active = well fitted inhibition curve with a large enough effect; inconclusive = small, poorly fitted or top-dose-only effect, or effect the other way;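 note: plate controls were stimulated vehicle wells for no effect and unstimulated vehicle basal for full effect; nearly all actives have a fitted effect of over 55% in size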
#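 V1b-HEK293, 1% FBS o/n; cpd 30 min 37C; EGF 25 nM final, 5 min; lyse 10 min; AlphaScreen beads 5 h RT. Normalized DMSO basal vs EGF max; Hill AC50.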
# * = called active by the depositor; ? = inconclusive; [ ] = remark or other dose. Potency is the fitted concentration of half-maximal effect.
SMILES,ERK EGF block
CCOc1cc(CNC(C)(C)C)ccc1OCC(=O)Nc1cccc(C(F)(F)F)c1,3%
COC(=O)C1=C(O)/C(=C\c2ccc(CNS(=O)(=O)c3ccccc3)o2)N=C1C,2%
CCOc1ccccc1N(CC(=O)NCC1CCCO1)C(=O)CNS(=O)(=O)c1ccccc1 (centres undefined),-6%
CCOC(=O)c1c(C)nn(-c2ncccc2NC(=O)CCC(=O)O)c1C,5%[57.5 µM]
Cc1cc(C(=O)COC(=O)c2ccc[nH]c2=O)c(C)n1-c1ccccc1,-2%
C#CCOCCOCCOCCNc1nc(N2CCN(C(=O)[C@H](C(C)C)n3cc(CCO)nn3)CC2)nc(N2CCN(C(=O)[C@H](C(C)C)n3cc(CCO)nn3)CC2)n1,3%
CC(C)c1nc2c(c(=O)c3ccccc3n2C)c(=O)n1-c1ccc(F)cc1,4%
CCOc1ccc(-c2nc3ccccc3c(=O)o2)cc1,-6%
C=C1C2C[C@H](O)C(C)(C)[C@@]2(O)[C@H](O)C[C@]23C[C@@](C)(O)[C@H](CC[C@H]12)[C@H]3O (some centres undefined),-10%
Cc1ccc(NC(=O)OCCN2CCN(S(=O)(=O)c3ccc(C)cc3)CCC2=O)cc1,-4%
Cc1ccc(C(=O)NC2CCCCNC2=O)cc1 (centres undefined),-24%[57.5 µM]
CC12CCC(C/C1=N/O)C2(C)CBr (centres undefined),-14%[57.5 µM]
Cc1cccc(NC(=O)Cn2c(=O)n(CCc3c[nH]c4ccccc34)c(=O)c3cccnc32)c1,3%
CC(NC(=S)NC1CCCCC1)C(c1cccs1)N1CCOCC1 (centres undefined),2%[57.5 µM]
COc1ccc(COc2cc(-c3cccc(OC)c3)nc3ccc(NC(=O)c4ccc(Cl)cc4)cc23)cc1,-3%
N#CCCN(Cc1cccnc1)C(=S)Nc1ccccc1Cl,-2%
Cc1[nH]c2ccccc2c1C(=O)NS(=O)(=O)Nc1ccc(F)cc1,-4%
CC1(C)CC(=O)C(CC2=C(N)CC(C)(C)CC2=O)=C(N)C1,0%[57.5 µM]
O=c1c2ccccc2nc(SCc2ccncc2)n1CC1CCCO1 (centres undefined),-9%
COc1ccccc1C(=O)NCc1ccc(-c2nc3ccccc3s2)cc1,?
CC(C)(C)OC(=O)[C@H](Cc1ccccc1)NC(=O)c1nc[nH]c1C(=O)N[C@@H](Cc1ccccc1)C(=O)OC(C)(C)C,5%[57.5 µM]
COc1cc(OC)cc(C(=O)N(CCCN2C(=O)c3cccc4cccc(c34)C2=O)c2cccc(OC)c2)c1,-17%
CN1CC2CCCC3(C1)C(=O)NC1(CCCCC1)N=C23 (centres undefined),-1%[57.5 µM]
CCN(CC)c1ccc2cc(-c3nc(-c4ccc(OC)cc4)cs3)c(=O)oc2c1,?
C/C(=N\Nc1ccc(Cl)c(Cl)c1)c1ccc(-n2ccnc2)cc1,0%
COc1ccc(-c2nnc(SCC(=O)N3CCCc4ccccc43)o2)cc1OC,4%
Cc1nccn1CC(=O)N/N=C/c1ccccc1O,-3%[57.5 µM]
Cc1ccc(-n2c(SCC(=O)Nc3cccc(S(N)(=O)=O)c3)nc3ccccc32)cc1,-2%
COc1cc(/C=C/C(=O)O)cc(S(=O)(=O)N2CCc3ccccc3C2)c1OC,32%
Cc1ccc(OCC(=O)NNC(=O)C2CCCO2)c(C)c1 (centres undefined),-8%
Cc1nnc(Nc2ccc(O)cc2)[nH]c1=O,0%
COc1cccc(C(=O)NNC(=O)Cc2ccc([N+](=O)[O-])cc2)c1,10%
Cn1c(SCC(=O)N2c3ccccc3CCc3ccccc32)nnc1-c1ccc(O)cc1,15%
O=C(CCC(=O)NNC(=O)Cc1ccccc1)NCc1ccccc1,0%
COC(=O)c1ccc(N2Cc3ccccc3/C2=N\C(=O)Nc2ccccc2)cc1,3%
Cc1cc(Cl)ccc1OCC(=O)n1cc(C(=O)c2cc(Cl)ccc2O)cn1,-10%
C=CS(=O)c1sc(Cl)c(N2CCOCC2)c1[N+](=O)[O-] (centres undefined),-13%
Cc1ccc(-n2c(SCC(=O)c3c(N)n(C)c(=O)n(C)c3=O)nc3sc4c(c3c2=O)CCCC4)c(C)c1,6%
CCC1(C)N=C(N)Nc2nc3cc(C)c(C)cc3n21 (centres undefined),?
Cc1ccc(C(=O)Nc2ccc(Oc3cccc(C(F)(F)F)c3)nc2)cc1,-1%[57.5 µM]
CCOC(=O)CSc1ccc(C(=O)Nc2ccc(Cl)cc2)cn1,-6%
COc1ccccc1/C=N/NC(=O)CN(C1=NS(=O)(=O)c2ccccc21)c1ccccc1,8%
Cc1csc2c(NC3CCN(Cc4ccccc4)CC3)ncnc12,-9%[57.5 µM]
CCOc1ccc(C2C(C(=O)/C=C/c3ccco3)=C(O)C(=O)N2CCN2CCOCC2)cc1OC (centres undefined),6%
c1ccc(CNCc2ccc3c(c2)OCO3)nc1,-3%
COc1cccc(C2c3[nH]c4ccccc4c3CCN2CCCn2cccn2)c1 (centres undefined),-5%
Cc1ccc(-n2c(=O)cc(N3CCCCCC3)[nH]c2=O)cc1,10%
CCOc1ccc(N2C(=O)/C(=C/c3cccs3)N(C)C2=S)cc1,8%
CC(=O)OCC(=O)Nc1ccc(SC(F)F)cc1,0%
Cc1cccc(NC(=O)CSc2ccc(-c3ccccn3)nn2)c1C,-2%
# Next section:
SMILES,ERK EGF block
CCCC(=O)Nc1cc(C(=O)O)ccc1S(=O)(=O)c1ccc(Cl)cc1,3%
O=C(NC(NC(=O)c1ccccc1)c1cccc([N+](=O)[O-])c1)c1ccccc1,3%
S=C(NCc1cccs1)Nc1ccccc1Cl,13%
Cn1nc(C(F)(F)F)c(-c2cccc(C(F)(F)F)c2)c1NC(=O)Nc1ccc(F)cc1,?
COc1ccc(C(=O)/C=C/c2ccc(OC3CSC3)cc2)cc1,11%
COc1ccc(N2CCN(C(=O)CN(C)S(=O)(=O)c3cnc[nH]3)CC2)cc1,1%
C=CCOc1c(Br)cc(/C=N/NC(=O)Cc2ccc(C(F)(F)F)cc2[N+](=O)[O-])cc1OC,-3%
Cn1c(NC(=O)C[n+]2cc(-c3ccc(Cl)cc3)n3c2CCC3)cc(=O)n(C)c1=O,3%
S=C(Nc1ccc2nccnc2c1)N1CCOCC1,2%
O=C1NC(=S)N/C1=C/c1cccc([N+](=O)[O-])c1,1%
N#C/C(=C\c1ccc(OC(=O)c2cccs2)cc1)c1nc2ccccc2[nH]1,1%
N=C1S/C(=C\c2cccc3ccccc23)C(=O)N1c1ccc(F)cc1,0%
CSc1ccc(NC(=O)Nc2ccccc2C(N)=O)cc1,-8%[57.5 µM]
CCCCCC(=O)Nc1cccc(C2=NOC3(C2)C[C@@H](C(N)=O)N(C(=O)C2(C)CC2)C3)c1 (some centres undefined),-5%[57.5 µM]
c1ccc(CSc2nnc(-c3cccnc3)o2)cc1,-15%
CCCS(=O)(=O)N1CCN(S(=O)(=O)c2ccc(F)cc2)CC1,-1%
COc1ccc(N(CCC(=O)O)S(=O)(=O)c2ccc(C)c(C)c2)cc1,9%[57.5 µM]
Cc1ccc(-c2nnc(-c3ccccc3)c(-c3ccccc3)n2)cc1,0%
Nc1nc2n(n1)C(c1ccco1)CC(c1ccc(Cl)cc1Cl)N2 (centres undefined),-3%
CN1/C(=C\C(=O)CSc2ncn[nH]2)C(C)(C)c2ccccc21,-2%
CC(=O)O[C@@]1(C(C)=O)CCC2C3CC(C)C4=CC(=O)CC[C@@]4(C)C3CC[C@]21C (some centres undefined),-5%
C=C1CCC(OC(C)=O)/C(C)=C/CC2[C@H]1CC2(C)C (some centres undefined),42%
Cc1cccc(-c2cc3nc(C)cc(C)n3n2)c1,-13%
CC(C)Cn1c([N+](=O)[O-])nc2c1c(=O)[nH]c(=O)n2C,7%[57.5 µM]
Nc1ccc2cn[nH]c2c1,3%[57.5 µM]
COc1ccc(Cc2nnc(N/N=C/c3ccc(O)cc3)[nH]c2=O)cc1OC,-1%
CCOc1ccc(CCN2CN(CC)CNC2=S)cc1OCC,2%
Fc1ccccc1COc1ccc(Br)cc1CNCc1cccnc1,-11%
Cc1ccc2nc(Cl)c(CNCc3ccccc3)cc2c1,-14%
O=c1c2ccccc2nnn1-c1ccc(Br)cc1,-6%[57.5 µM]
CCOC(=O)Cn1c(=O)c(-c2ccccc2N)nc2ccccc21,0%[57.5 µM]
C=CCNC(=O)C1CC2Cn3c(nc4ccccc43)C2N1C (centres undefined),-16%[57.5 µM]
COc1ccc2c(Cl)c(C(=O)N/N=C3\CCCC(=O)C3)sc2c1,-6%
CCN(CC)c1ccc(/C=N/NC(=O)Cc2nnc(NC(=O)Nc3ccccc3)s2)cc1,5%
CC(=O)Nc1ccc(NC(=O)C(F)(F)F)cc1,-6%
S=C1NC2(CCCCC2)Nc2ccccc21,3%
Cc1ccc(S(=O)(=O)c2nc(-c3ccco3)oc2NCC2CCCO2)cc1 (centres undefined),-6%
COC(=O)c1ccc(Oc2coc3cc(OCc4ccc([N+](=O)[O-])cc4)ccc3c2=O)cc1,-6%
Cc1ccc(C)c(N2CCN(C(=O)c3ccc(Cn4c(=S)[nH]c5ccc(N6CCOCC6)cc5c4=O)cc3)CC2)c1,-3%
Cc1ccc(C(=O)NCC(=O)N/N=C/c2sccc2C)cc1[N+](=O)[O-],4%
COc1cccc(-c2cc(N3C(=O)Nc4ccccc4N3O)n[nH]2)c1,-4%
Cc1ccc(OCC(=O)NCc2cccs2)c([N+](=O)[O-])n1,-1%
Cc1ccc(NC(=O)C2(N3CCC3=O)CCCCC2)cc1,-2%
CCOc1ccc(N2C(=O)CC(Sc3nc(CC(C)C)ccc3C#N)C2=O)cc1 (centres undefined),3%
CCOc1ccc(CCNC(=O)COC(=O)c2ccc(OC)c(OC)c2OC)cc1OCC,1%
COc1ccc(C(=O)/C=C/Nc2cc(C)ccn2)cc1,-15%[57.5 µM]
S=c1[nH]nc(COc2ccc(Cl)cc2)n1C1CCCCC1,8%
CCOc1cc(CNCc2ccccn2)cc(Cl)c1OC,4%
NC(=S)COc1ccccc1,-10%[57.5 µM]
CC1CCN(Cc2ccc(-c3nnn(CC(=O)Nc4ccccc4Cl)n3)cc2)CC1,-6%
# Further structures
SMILES,ERK EGF block
COc1ccc(OC)c(Cc2nnc(CCC(=O)N3CCCCCC3)o2)c1,-8%
CCOC(=O)Cc1c(C)nc2c(-c3ccccc3)cnn2c1C,-3%
CSc1ccccc1NC(=O)c1ccc(CN2CCOCC2)cc1,-1%
CC1CCN(C2=C(NS(=O)(=O)c3ccccc3)C(=O)c3ccccc3C2=O)CC1,18µM*
O=C(CSc1nnc(-c2ccncc2)n1Cc1ccccc1)NC1CCCc2ccccc21 (centres undefined),3%
Cc1cc(C(F)F)nn1CC(=O)NCc1ccc(Cl)cc1Cl,1%
O=C(NNC(=S)NCc1ccccc1)c1ccc2c(c1)OCO2,-3%
CNC(=O)NC(=O)CSc1nnc(-c2ccc(F)cc2)n1CC1CCCO1 (centres undefined),-2%
Cc1sc2nc(-c3ccccc3)oc(=O)c2c1C,35%[57.5 µM]
Cc1cc(N/N=C/c2c(O)ccc3ccccc23)nc(-c2ccccc2O)n1,-3%

# In a second layout: entries from further up
CSc1ccccc1NC(=O)c1ccc(CN2CCOCC2)cc1
- ERK EGF block = -1%

CNC(=O)NC(=O)CSc1nnc(-c2ccc(F)cc2)n1CC1CCCO1 (centres undefined)
- ERK EGF block = -2%

Cc1cc(C(F)F)nn1CC(=O)NCc1ccc(Cl)cc1Cl
- ERK EGF block = 1%

Cc1sc2nc(-c3ccccc3)oc(=O)c2c1C
- ERK EGF block = 35%[57.5 µM]

# Sorted by molar mass (rising): 4 of the compounds above
SMILES,ERK EGF block
COc1ccc(OC)c(Cc2nnc(CCC(=O)N3CCCCCC3)o2)c1,-8%
CNC(=O)NC(=O)CSc1nnc(-c2ccc(F)cc2)n1CC1CCCO1 (centres undefined),-2%
CC1CCN(C2=C(NS(=O)(=O)c3ccccc3)C(=O)c3ccccc3C2=O)CC1,18µM*
O=C(CSc1nnc(-c2ccncc2)n1Cc1ccccc1)NC1CCCc2ccccc21 (centres undefined),3%

# Further entries
SMILES,ERK EGF block
Cc1n[nH]c(C)c1CCN(C)Cc1cn(C)nc1-c1ccccc1F,-5%
CCCNC(=O)CN1C(=O)NC(Cc2c[nH]c3ccccc23)C1=O (centres undefined),2%
COc1ccc2c(c1)CCC/C2=N\OC(=O)c1ccccc1F,-3%
O=C1N=C(N2CCN(c3ccccc3)CC2)S/C1=C\c1ccco1,-4%
COc1cc(C(=O)O)cc(NC(=O)c2ccco2)c1OC,-6%[57.5 µM]
CCOc1c(OC)cccc1C1CC(=O)Nc2cc(OC)c(OC)cc21 (centres undefined),-13%
C/C(=N\NC(=O)CCn1nc(C)cc1C)C(C)(C)C,-4%
CN(C)c1ccc(P(=O)(OCc2ccccc2)C(O)c2ccc(Br)cc2)cc1 (centres undefined),-9%[57.5 µM]
COc1ccccc1C(NC(=O)C1CCCCC1)c1c(O)ccc2ccccc12 (centres undefined),1%
C=C[C@H](N)CCC(=O)O,3%
O=C(Nc1ccc(Cl)c(Cl)c1)N1N=CCC1c1ccccc1 (centres undefined),-7%
CN=c1sc(C(=O)Nc2cccc(Cl)c2)cc(=O)n1C,12%
Cn1cccc1CC(=O)N/N=C/c1ccc(Cl)cc1,-8%[57.5 µM]
C#CCOCCOCCOCCNc1nc(N2CCN(C(=O)[C@H]([C@@H](C)CC)n3cc([C@@H](N)CC(C)C)nn3)CC2)nc(N2CCN(C(=O)[C@H](Cc3ccc(O)cc3)n3cc([C@@H](N)CC(C)C)nn3)CC2)n1,-4%[57.5 µM]
O=C(CSc1nnc(Nc2ccccc2)s1)NCCN1C(=O)CSC1=O,9%

# This is a subset; the hit share may differ from the screen's.
